# TLR4 MyD88 comp: inhibitors of human TLR4-MyD88 binding; HeLa CL3-4 TLR4/MyD88 BLA complementation, FRET ratio; O00206+Q99836; inhibition, % at 8.4 µM; AID 861; 0.18% of 200,000 active; in the data active means inhibition above about 25%;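 further: 0% = vehicle and 100% = reference inhibitor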
# RAM inhibit: inhibitors of the yeast RAM network; 1.8% of 190,000 active; inhibition, % at 50 µM; S. cerevisiae dse1pr::URA3 reporter, 5-FOA growth OD615, 2 d; analog-sensitive cbk1-as2 kinase mutant strain;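 active means inhibition above a set limit, 3 SD over mean compound inhibition, cut at about 8.4% in these data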;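 further: 0% = DMSO-only wells with no growth and 100% = 10 µM 1-NA-PP1 full growth; inhibition rescues growth on 5-FOA so higher OD means more RAM inhibition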
# S1P3 antagonist: S1P3 (human) receptor antagonism | 0.27% of 170,000 active | inhibition, % at 4.98 µM | CHO S1P3 NFAT-BLA reporter, FRET fluorescence, antagonist mode | Q99500 | AID 485;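 active means inhibition above the plate cutoff, the mean inhibition of test wells on that plate plus 3 SD, cut at about 28% in these data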;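 further: cells challenged with S1P at its EC80 of 0.8 µM; blue over green emission ratio from cleaved BLA substrate after 4 h stimulation; 0% = S1P-stimulated wells and 100% = unstimulated DMSO-only wells; some compounds past the cut are filed as inactive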
# PPARg SRC3 recr: promotes SRC-3 coactivator recruitment by human PPARgamma. biochemical PPARgamma/SRC-3 coactivator recruitment assay. activation, % at 8 µM. 0.26% of 200,000 active; in the data active means activation above about 23%;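 further: 0% = DMSO and 100% = reference agonist; some compounds past the cut are filed as inactive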
# Target sequence (P37231 whole entry, looked up): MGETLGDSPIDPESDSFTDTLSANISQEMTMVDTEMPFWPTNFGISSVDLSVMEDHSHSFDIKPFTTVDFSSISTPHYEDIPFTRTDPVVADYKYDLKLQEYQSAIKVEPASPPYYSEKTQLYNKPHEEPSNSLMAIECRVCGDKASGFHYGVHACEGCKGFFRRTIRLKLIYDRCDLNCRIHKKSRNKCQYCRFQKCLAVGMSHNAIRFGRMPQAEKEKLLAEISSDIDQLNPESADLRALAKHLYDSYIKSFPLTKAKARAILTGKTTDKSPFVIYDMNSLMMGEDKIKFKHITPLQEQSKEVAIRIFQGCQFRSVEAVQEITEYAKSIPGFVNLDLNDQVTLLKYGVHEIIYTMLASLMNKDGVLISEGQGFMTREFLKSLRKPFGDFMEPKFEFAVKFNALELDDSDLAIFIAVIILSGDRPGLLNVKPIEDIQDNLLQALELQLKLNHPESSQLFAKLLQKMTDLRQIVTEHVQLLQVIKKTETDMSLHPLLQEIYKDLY
# SRC2 TRFRET art: flags TR-FRET format artefacts in PPARgamma SRC-2 recruitment agonist screen; TR-FRET artefact counter-screen; active compounds read high; 0.4% of 200,000 active; TR-FRET ratio at 8 µM; in the data active means TR-FRET ratio above about 2000; further: inactives centre near 1500
# ROMK primary: modulators of human ROMK potassium channel; 2% of 130,000 active; B-score at 10 µM; Tet-inducible ROMK, thallium flux fluorescence; actives lie on both sides;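 active means signal ratio slope over the read window, or its plate-corrected B-score, at least 3 SD from the plate mean, either direction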;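 further: B-score of the F/F0 ratio slope over 7 to 12 s after thallium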
# Target sequence (P48048 whole entry, looked up): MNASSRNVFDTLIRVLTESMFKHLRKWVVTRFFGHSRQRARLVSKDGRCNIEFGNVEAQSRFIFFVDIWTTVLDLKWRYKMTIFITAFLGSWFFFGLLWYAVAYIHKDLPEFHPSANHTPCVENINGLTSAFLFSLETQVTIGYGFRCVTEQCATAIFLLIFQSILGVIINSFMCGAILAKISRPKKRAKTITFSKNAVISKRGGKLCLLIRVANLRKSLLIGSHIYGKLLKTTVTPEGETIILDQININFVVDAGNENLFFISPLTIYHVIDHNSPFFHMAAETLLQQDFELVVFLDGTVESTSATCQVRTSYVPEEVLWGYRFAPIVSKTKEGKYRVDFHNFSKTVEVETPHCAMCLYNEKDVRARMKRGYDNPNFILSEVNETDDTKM
# PPARg SRC-1 ag: promotes SRC-1 coactivator recruitment by human PPARgamma; P37231; PPARgamma-SRC-1 coactivator recruitment biochemical assay; activation, % at 8 µM; 0.41% of 200,000 active; in the data active means activation above about 19%;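 further: 0% = DMSO and 100% = reference agonist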
# PPARg SRC-2 ag: agonists of SRC-2 recruitment by human PPARgamma; P37231; PPARgamma LBD-SRC-2 recruitment, biochemical; activation, % at 8 µM; 0.34% of 200,000 active; in the data active means activation above about 22%;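 further: 0% = vehicle and 100% = reference agonist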
# STAT3 act: increases IL-6 driven STAT3 reporter signal. activation (% of control), % at 5.6 µM. 0.91% of 190,000 active. U3A cells, IL-6 STAT3-luciferase reporter, luminescence; 100% = signal with IL-6 EC80 alone. AID 871;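 active means activation above the screen-wide mean of compound activation plus 3 SD, cut at about 130% in these data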;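 further: 0% = background luminescence of wells with medium and substrate only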
#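 Test system: human U3A cells carrying STAT3-luciferase construct; control set: IL-6-only wells as 100% reference; timing: compound pre-incubation 1 h before IL-6, then 6 h stimulation at 37 °C; also added: IL-6 stimulus at 33 ng/mL final; evaluation: % activation versus median of IL-6-stimulated wells; detection: reporter luminescence signal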
# STAT1 blocker: inhibitors of IFN-gamma induced STAT1 signaling. NIH 3T3 STAT1-luciferase reporter, luminescence. inhibition, % at 5.5 µM. 0.35% of 200,000 active;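 active means inhibition above a set limit, the mean inhibition across all tested compounds plus 3 SD, cut at about 34% in these data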;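 further: 0% = IFN-gamma with DMSO and 100% = IFN-gamma with 300 µM nifuroxazide; values of inactives mirror those of a sister screen read the other way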
# STAT3 inh: STAT3 signaling inhibition. U3A cells, IL-6 STAT3-luciferase reporter, luminescence; host cell line lacks STAT1. inhibition, % at 5.5 µM. 0.89% of 190,000 active;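 active means inhibition above the mean inhibition across all screened compounds plus 3 SD, cut at about 44% in these data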;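 further: 0% = DMSO only wells and 100% = 100 µM nifuroxazide control wells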
# * hit, by the source's call; . = not tested or not shown.
Molecule	TLR4 MyD88 comp	RAM inhibit	S1P3 antagonist	PPARg SRC3 recr	SRC2 TRFRET art	ROMK primary	PPARg SRC-1 ag	PPARg SRC-2 ag	STAT3 act	STAT1 blocker	STAT3 inh
C=C(CC1CC(O)[C@]2(C)OC3CC4OC5C[C@]6(C)O[C@]7(C)CCC8OC9C[C@]%10(C)OC%11C(C)=CC(=O)OC%11CC%10OC9C[C@@H](C)C8OC7CC6O[C@]5(C)C/C=C\C4OC3CC2O1)C(=O)O (some centres not stated)	-13	1.8	-11	0	1490	.	4	5	.	-3	.
O=c1[nH]c(=O)n(C2CCCCC2)c(O)c1C1NCCc2ccccc21 (configuration not stated)	2	1.8	-18	3	1468	.	-4	1	97	-3	7
CC(=O)Nc1ccccc1C(=O)OCc1ccc(F)cc1	-22	0.4	-13	4	1330	0.0069	2	-6	104	-83	3
O=[N+]([O-])c1cccc(CN2CCN(Cc3ccc(Br)cc3)CC2)c1	6	0.5	-8	5	1795	-0.34	12	-1	82	9	25
O=C(CN1CCOCC1)c1cccc2ccccc12	-8	0.8	.	8	1592	1.4	5	0	94	0	7
OC(C#CCN1CCOCC1)(c1ccccc1)C1CCCC1 (configuration not stated)	-12	1.9	.	12	1623	-0.69	0	2	97	0	5
O=C(CNS(=O)(=O)c1ccc(Br)s1)N1CCC2(CC1)OCCO2	-15	1.3	-42	-3	1396	0.28	0	5	104	-11	-1
COc1ccc(OC)c(C(O)C(C)N)c1 (configuration not stated)	1	1.5	-10	-2	1566	.	11	6	102	-9	0
Cn1c(=O)c2c(nc(N/N=C/c3c(O)n(-c4ccccc4)c(=S)[nH]c3=O)n2C)n(C)c1=O	-6	-0.6	-11	-1	1558	0.52	2	6	89	-8	16
CCNC(=O)NC(=O)C(C)OC(=O)c1c(C)nn(Cc2ccccc2)c1Cl (configuration not stated)	-4	3.0	12	1	1595	-0.086	0	1	104	-2	-4
CCn1cc(C(=O)N2CCCCC2)c2ccccc21	5	2.1	-1	0	1532	0.71	0	0	106	6	-5
CCOCCCNC(=O)C1c2cc(OC)c(OC)cc2C(=O)N2CCCCC12 (configuration not stated)	4	1.3	-8	-3	1527	0.11	4	1	105	1	3
CSc1ccccc1C(=O)C1CCCN(Cc2ccn[nH]2)C1 (configuration not stated)	-4	-0.1	0	4	1755	0.26	-1	9	105	-6	1
CCOC(=O)c1c(N)n(CCCOC(=O)c2ccco2)c2nc3ccccc3nc12	1	1.1	-26	5	1467	-0.099	4	5	88	3	18
COc1ccc(N2C(=O)NC(=O)/C(=C/c3ccc(N4CCOCC4)cc3)C2=O)cc1	-12	3.2	-7	8	1703	-0.55	1	11	96	-1	10
C/C(=N\N1CCN(C)CC1)c1c(O)[nH]c(=O)[nH]c1=O	-5	0.6	3	-4	1678	0.32	6	7	98	5	2
CC(C)CN(CC(C)C)c1ccc(C=C2C(=O)NC(=S)NC2=O)cc1[N+](=O)[O-]	5	-0.6	.	5	1344	.	4	-1	115	5	-7
CCOC(=O)C(O)(c1ccc(NC(=O)c2ccco2)c(OC)c1)C(F)(F)F (configuration not stated)	10	0.6	9	-10	1444	.	-12	7	99	-1	12
COc1ccccc1OCC(=O)Nc1ccc(Cl)cc1C(=O)c1ccccc1	12	6.3	.	1	1582	.	-6	-2	104	-2	5
Cc1nn(CCC#N)c2c1P(=S)(N1CCCC1)OC(c1ccc(F)cc1)=N2 (configuration not stated)	-3	0.8	74*	20	1540	.	5	3	99	5	6
Cc1nn(-c2ccccc2)c(Cl)c1C1C(C#N)=C(N)Oc2c1c(=O)oc1ccccc21 (configuration not stated)	-12	2.9	-5	9	1625	-1.4	4	4	106	8	-3
COc1cc(C(c2c(O)c3ccccc3oc2=O)c2c(C)n(C)n(-c3ccccc3)c2=O)ccc1O (configuration not stated)	-18	5.3	-7	2	1522	1.3	-3	-1	106	-1	-10
CCCCCP(=O)(O)c1ccccc1	-5	2.8	-4	-1	1350	0.51	-2	2	95	4	14
CNC(=O)OCCc1nccn1C	10	0.0	-2	0	1468	0.07	-1	-6	109	-8	-8
CCCc1nnc(NC(=O)CCC(=O)N2CCN(CCOC(c3ccccc3)c3ccccc3)CC2)s1	-11	2.0	3	7	1451	.	-2	13	100	4	2

# Part of the list above in order of SMILES length, falling:
Molecule	TLR4 MyD88 comp	RAM inhibit	S1P3 antagonist	PPARg SRC3 recr	SRC2 TRFRET art	ROMK primary	PPARg SRC-1 ag	PPARg SRC-2 ag	STAT3 act	STAT1 blocker	STAT3 inh
CCCc1nnc(NC(=O)CCC(=O)N2CCN(CCOC(c3ccccc3)c3ccccc3)CC2)s1	-11	2.0	3	7	1451	.	-2	13	100	4	2
Cc1nn(-c2ccccc2)c(Cl)c1C1C(C#N)=C(N)Oc2c1c(=O)oc1ccccc21 (configuration not stated)	-12	2.9	-5	9	1625	-1.4	4	4	106	8	-3
Cc1nn(CCC#N)c2c1P(=S)(N1CCCC1)OC(c1ccc(F)cc1)=N2 (configuration not stated)	-3	0.8	74*	20	1540	.	5	3	99	5	6

# (further entries)
Molecule	TLR4 MyD88 comp	RAM inhibit	S1P3 antagonist	PPARg SRC3 recr	SRC2 TRFRET art	ROMK primary	PPARg SRC-1 ag	PPARg SRC-2 ag	STAT3 act	STAT1 blocker	STAT3 inh
Cc1ccc(S(=O)(=O)NC(CC(=O)N2CCC3(CC2)OCCO3)c2ccco2)cc1 (configuration not stated)	5	1.1	-5	-5	1524	0.85	-6	-10	102	3	0
O=c1c2ccccc2nc(-c2ccc(Cl)cc2Cl)n1-c1nccs1	6	0.1	0	2	1622	.	-3	-2	101	3	-2
CCN1C(=O)CC(c2cccnc2)=Nc2ccccc21	-9	0.0	-10	-3	1580	-0.92	-4	-2	100	-1	5
CCOc1ccccc1NC(=O)N1CCC2(CC1)OCCO2	-3	0.6	-16	-3	1535	.	-5	-5	103	-5	-4
CCn1c(P(C)(=O)O)nc2ccccc21	1	2.5	-5	3	1471	.	6	1	97	-2	9
Cn1c(O)c(C(c2ccccn2)c2c(O)n(C)c(=S)n(C)c2=O)c(=O)n(C)c1=S	3	0.4	.	-2	1495	0.019	-4	-1	98	-6	10
O=C1NC(=O)C(=Cc2ccccc2OCCOc2ccc([N+](=O)[O-])cc2)C(=O)N1	-7	-0.5	0	2	1518	2.3	3	-1	88	0	18
CC(=NCCC1=CCCCC1)c1c(O)[nH]c(=O)[nH]c1=O	-4	1.6	21	-9	1481	0.021	0	-3	104	2	-1
CCC(C)N1C(=O)NC(=O)C2(Cc3cc(C)ccc3N(C)C2)C1=O (configuration not stated)	-4	0.9	0	2	1625	-0.63	5	-1	108	-4	-5
CCCCn1c(=O)c(C(=O)Nc2ccsc2C(=O)OC)c(O)c2ccccc21	7	5.4	9	-6	1522	0.31	-5	-5	145*	6	-54
Cc1ccc2cccc(OC(=O)N3CCCC3)c2n1	3	0.6	-16	2	1462	0.51	-6	8	105	6	-2
CC(Cc1ccccc1)NC(=O)NC(C)Cc1ccccc1 (configuration not stated)	-8	3.5	.	1	1293	0.51	-3	-5	111	-26	-6
CC(=O)Nc1ccccc1C(=O)OCC(=O)c1cccc2ccccc12	-1	9.5*	.	1	1622	0.57	9	-1	89	-4	19
COc1cccc(/C=C2\N=C(c3cncc(Br)c3)OC2=O)c1	18	2.9	-13	0	1623	.	-2	-4	100	1	-1
COc1ccc(-n2c(O)c(C=NCCCn3ccnc3)c(=O)[nH]c2=O)cc1	-2	2.4	.	4	1590	.	4	0	102	6	6
CC(C)(C)c1ccc(OC(=O)N2CCCCC2)cc1	-2	-0.2	-1	-1	1436	-0.87	-2	-2	105	-53	-4
CCN(CC)c1ccc(CN2CC=C(c3ccc(F)cc3)CC2)cc1	7	-0.8	.	9	1549	.	-1	11	104	7	3
Cc1ccc2nc(-c3ccncc3)cc(C(=O)N3CCC4(CC3)OCCO4)c2c1	-4	-0.4	2	6	1395	-0.51	2	-1	102	-4	0
Cc1cc(C(=O)C[N+]23CCN(CC2)CC3)c(C)n1-c1ccc(Br)cc1	1	0.8	-6	4	1723	-0.21	12	8	107	-2	-4
CCC(C)N1C(=O)/C(=C\c2cc3c4c(c2)CCCN4CCC3)C(=O)NC1=S (configuration not stated)	6	3.1	-14	2	1766	-0.74	5	4	98	4	10
CCCC1(CCC)C(=O)NC(=Nc2ccc(C)cc2)NC1=O	-5	0.5	15	-1	1699	-0.36	4	1	103	-1	-1
CCN(CC)c1ccc(CC2C(=O)N(C)C(=O)N(C)C2=O)cc1	-13	-0.6	17	0	1683	.	3	10	98	7	-2
Fc1c(F)c(F)c(N2CCNCC2)c(F)c1F	-3	3.0	-14	0	1630	-0.86	-2	13	114	-7	-9
O=C(N/N=C/c1c(O)n(Cc2ccccc2)c(=O)[nH]c1=O)c1ccccc1O	15	7.0	-13	0	1793	1.6	3	7	104	2	-1
C=COCCn1c(C)c(C(C)=O)c2cc(O)ccc21	0	3.1	2	6	1439	-0.37	8	4	91	10	13
CCOC(=O)C1SC2(C(F)(F)F)CC1(O)c1c(C)cc(C)nc1O2 (configuration not stated)	-22	2.2	3	-4	1373	.	-9	-1	96	10	8
COP(=O)(OC)C(Nc1ccccn1)c1ccccc1 (configuration not stated)	7	0.1	-15	4	1554	.	8	9	103	-5	-5
CC(NC(=O)Cc1cccc2ccccc12)C(=O)N1CCC(=O)CC1 (configuration not stated)	-3	2.1	-16	-2	1628	-0.69	-1	-6	108	-2	1
CC(=NC(C)c1ccccc1)c1c(O)[nH]c(=O)[nH]c1=O (configuration not stated)	3	-0.5	.	-4	1450	.	4	-1	108	2	0
CCOC(=O)N(c1ccccc1)P1(=S)OCCO1	-1	1.3	-2	0	1548	.	3	4	108	-2	-6
CN1CCN(c2ccc(C(N)=O)cc2N)CC1	-7	3.9	-12	2	1685	.	-4	5	97	3	9
O=c1cc(C(F)(F)F)c2cc3c4c(c2o1)CCCN4CCC3	54*	6.2	.	13	1594	.	5	2	105	10	1
CC1N(O)C2CCCCCC2N1O (configuration not stated)	4	0.7	-27	4	1496	.	7	8	102	0	-2
c1ccc2sc(NC3=NCCN3)nc2c1	5	1.3	10	0	1599	-0.61	2	-11	114	-23	-12
O=C(COc1ccccc1)N1CCN(CCN2C(=O)c3cccc4cccc(c34)C2=O)CC1	-9	0.7	-6	-4	1504	-1	2	0	84	0	26
Cc1ccc(-n2c(C)cc(/C=C3/C(=O)NC(=O)N(Cc4ccco4)C3=O)c2C)cc1	-7	-0.9	-23	1	1716	.	8	17	101	-4	-2
COc1ccc(N2C(=O)NC(=O)/C(=C/c3cccc(OC(=O)c4cccs4)c3)C2=O)cc1Cl	14	-1.2	1	3	1495	1.1	0	-5	109	-3	-8

# Source: PubChem (several laboratories)

# A portion of the library, so the mix of outcomes need not match the whole.
